# High-throughput results (PubChem)
# PRMT1 FP inh – PRMT1 methyltransferase inhibitors, primary screen, biochemical, fluorescence polarization. recombinant PRMT1, activity-based probe fluorescence polarization. inhibition, % at 2.79 µM. hit rate 1.3% among 370,000. AID 652257, 2013;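 active = inhibition above about 21% made by adding two undisclosed values, limit read from the data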
# LEDGF integ inh – blockers of LEDGF/p75-dependent integrase strand transfer – biochemical, TR-FRET, high throughput, primary screen | TR-FRET IN-LEDGF/p75 DNA integration, Eu/Cy5 | inhibition, % at 3.7 µM | hit rate 0.64% among 370,000 | HIV-1 integrase (with human LEDGF/p75) | AID 743269, 2014;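 active = inhibition above the screen-wide mean plus 3 SD, cut at about 13% in these data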;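 note: signal is the Cy5 over europium emission ratio at 671 and 618 nm; 0% = plate median of compound wells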
# UHRF1 binding – UHRF1 methylated DNA binding inhibitors, primary screen, counter-screen for MBD2 inhibitor project, biochemical, TR-FRET, human UHRF1, single concentration; hit rate 0.75% among 370,000; UHRF1 binding to methylated oligo; AID 687016, 2013; inhibition, % at 4.4 µM; in the data active = inhibition above about 21%;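 note: UHRF1 SRA domain binding a hemimethylated CpG hairpin DNA probe; 0% = median of test compound wells and 100% = reference inhibitor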
# SIAE inh – human SIAE inhibitors, primary screen, biochemical, fluorescence polarization, FP-Rh probe, 1536-well HTS; Sialate O-acetylesterase (Homo sapiens), Q9HAT2; inhibition, % at 9.66 µM; SIAE FP-Rh probe binding; AID 1053197, 2014; hit rate 0.69% among 370,000;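 active = inhibition above a cutoff: mean of compounds within the control limits plus 3 SD of those, cut at about 17% in these data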;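 note: 0% = plate median of compound wells and 100% = probe without SIAE protein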
# Target sequence (Q9HAT2 whole entry, looked up): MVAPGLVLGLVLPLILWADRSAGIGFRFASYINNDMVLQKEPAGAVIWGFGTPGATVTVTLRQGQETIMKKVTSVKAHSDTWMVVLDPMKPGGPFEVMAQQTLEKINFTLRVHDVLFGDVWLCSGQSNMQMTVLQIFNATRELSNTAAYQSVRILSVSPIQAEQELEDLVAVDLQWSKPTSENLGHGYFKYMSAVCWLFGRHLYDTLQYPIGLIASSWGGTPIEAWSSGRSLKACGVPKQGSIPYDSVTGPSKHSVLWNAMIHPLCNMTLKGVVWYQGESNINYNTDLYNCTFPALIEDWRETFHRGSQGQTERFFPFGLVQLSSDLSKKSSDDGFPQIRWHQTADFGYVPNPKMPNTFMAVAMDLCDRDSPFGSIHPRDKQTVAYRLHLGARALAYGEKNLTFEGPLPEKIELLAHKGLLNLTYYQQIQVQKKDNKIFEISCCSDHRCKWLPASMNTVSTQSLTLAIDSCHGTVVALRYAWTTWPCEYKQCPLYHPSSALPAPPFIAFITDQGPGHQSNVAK
# DDE Tn7 FP inh – inhibitors of Tn7 peptide binding to fibrin DD(E), primary screen, biochemical, fluorescence polarization, human fibrin, Tn7 probe | FP displacement of FITC-Tn7 peptide from fibrin DD(E); 0% = median of compound wells per plate | inhibition, % at 8.3 µM | hit rate 0.13% among 370,000 | AID 720508, 2013;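 active = inhibition above the mean of compounds falling within the control limits plus 3 SD of them, cut at about 14% in these data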;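 note: 0% = plate median of compound wells and 100% = 10 µM Aha-Tn7 peptide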
#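 Assay system: Human clot-derived fibrin DD(E) complex | Buffer or medium: Tris/NaCl/CaCl2 buffer, pH 7.8 | Repeats: One replicate per compound | Benchmarks: Aha-Tn7 high control | Measure: % inhibition scaled between sample-field median and high-control FP | Schedule: 10 min plus 3 h, room temperature | Signal: Fluorescence polarization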
# TCR-CD3 inh – inhibitors of human TCR-CD3 interaction, primary screen, biochemical, fluorescence, TAMRA-labeled TCR probe; inhibition, % at 9.4 µM; hit rate 0.37% among 360,000; AID 651800, 2012; in the data active = inhibition above about 19%;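 note: recombinant mutant TCR 2C K166C tagged with TAMRA read by polarization; 0% = receptor in buffer alone and 100% = receptor with positive control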
# MBD2 DNA inh – inhibitors of MBD2 binding to methylated DNA, primary screen, biochemical, TR-FRET, DNA-binding domain, human. Methyl-CpG-binding domain protein 2 (Homo sapiens), Q9UBB5. AID 686964, 2013. MBD2 binding to methylated oligonucleotide. hit rate 0.31% among 370,000. inhibition, % at 4.4 µM; in the data active = inhibition above about 13%
# TDP2 inh – human TDP2 enzyme inhibitors, primary screen, biochemical, epi absorbance, recombinant enzyme. Tyrosyl-DNA phosphodiesterase 2 (Homo sapiens), O95551. T5PNP hydrolysis, p-nitrophenol absorbance 415 nm. inhibition, % at 12.8 µM. hit rate 0.34% among 370,000. AID 720702, 2013;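 active = inhibition above the mean of all tested compounds plus 3 SD, set per campaign, cut at about 25% in these data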;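 note: 0% = DMSO with enzyme and 100% = buffer with substrate but no TDP2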
#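 test system = human TDP2 enzyme | input = TDP2 enzyme at 120 nM final | medium = 50 mM Tris-HCl pH 7.5 with Mg2+, KCl, DTT, BSA | also added = T5PNP substrate, 5 mM | times = 2 h at 37 °C | technique = epi absorbance | benchmarks = high control without enzyme, low control DMSO plus TDP2 | replication = each compound tested once, singlicate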
# Tn6 DDE FP – inhibitors of Tn6 peptide binding to fibrin DD(E), primary screen, biochemical, fluorescence polarization, human fibrin, Tn6 probe. Fibrin DD(E) TRITC-Tn6 fluorescence polarization displacement. inhibition, % at 8.3 µM. hit rate 0.21% among 370,000;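 active = inhibition above a per-campaign cutoff: mean of compounds within control limits plus 3 SD, cut at about 15% in these data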;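 note: 0% = median of all compound wells on the plate and 100% = blocking peptide control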
# proKLK7 act – proKLK7 zymogen activators, primary screen, biochemical, fluorescence intensity; Kallikrein-7 (Homo sapiens), P49862; purified proKLK7, EDANS-DABCYL substrate fluorescence; 100% is mature enzyme control, 0% vehicle; activation, % at 7 µM; hit rate 0.9% among 370,000; AID 652039, 2013;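 active = activation above the mean of all tested compounds plus 3 SD, computed per campaign excluding outliers beyond control limits, cut at about 13% in these data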
# Target sequence (P49862 whole entry, looked up): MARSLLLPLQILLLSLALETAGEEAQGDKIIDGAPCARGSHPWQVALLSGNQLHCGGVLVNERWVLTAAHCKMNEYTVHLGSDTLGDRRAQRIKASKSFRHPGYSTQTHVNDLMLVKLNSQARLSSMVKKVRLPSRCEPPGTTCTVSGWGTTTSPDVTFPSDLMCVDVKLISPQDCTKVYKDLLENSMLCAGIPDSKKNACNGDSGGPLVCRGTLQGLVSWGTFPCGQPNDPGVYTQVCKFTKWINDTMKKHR
# The depositor's hits bear a star; x = no result given; & = joins results of further samples.
# The opening three compounds as a preview:
SMILES,PRMT1 FP inh,LEDGF integ inh,UHRF1 binding,SIAE inh,DDE Tn7 FP inh,TCR-CD3 inh,MBD2 DNA inh,TDP2 inh,Tn6 DDE FP,proKLK7 act
O=c1[nH]c2ccccc2n1CCCOc1ccccc1,2,1,0,2,5,-3,-5,3,-9,0.2
Cc1oc2c(cc(NS(=O)(=O)c3ccc(Cl)cc3)c3ccccc32)c1C(=O)O,6,0,-4,5,2,-9,2,11,-4,-0.3
Cc1c(C(=O)NCCC2=CCCCC2)sc2ncnc(N3CCCCC3C)c12 (configuration not stated),4,0,2,-3,5,11,-6,0,-5,0.4

# This part in full, from the first entry:
SMILES,PRMT1 FP inh,LEDGF integ inh,UHRF1 binding,SIAE inh,DDE Tn7 FP inh,TCR-CD3 inh,MBD2 DNA inh,TDP2 inh,Tn6 DDE FP,proKLK7 act
O=c1[nH]c2ccccc2n1CCCOc1ccccc1,2,1,0,2,5,-3,-5,3,-9,0.2
Cc1oc2c(cc(NS(=O)(=O)c3ccc(Cl)cc3)c3ccccc32)c1C(=O)O,6,0,-4,5,2,-9,2,11,-4,-0.3
Cc1c(C(=O)NCCC2=CCCCC2)sc2ncnc(N3CCCCC3C)c12 (configuration not stated),4,0,2,-3,5,11,-6,0,-5,0.4
CN1C/C(=C/c2ccncc2)C(=O)/C(=C/c2ccncc2)C1,3,-9,0,4,-1,0,5,-6,1,-0.2
CN=c1scc(C)n1/N=C/c1ccc(O)c(O)c1O,26*,57*,5,19*,-1,53*,4,6,-1,0.3
COc1ccc(C(=O)CC(=O)Nc2ccc([N+](=O)[O-])cc2)cc1,-1,4,11,-34,-14,-3,2,-8,-13,-0.2
CCCc1cc2c(cc1NC(=O)c1ccco1)OCO2,-2,6,-2,6,-5,2,3,9,6,0.5
CC(=O)O[C@@]1(C)C[C@@H](O)[C@]2(O)C=CO[C@@H](O[C@@H]3O[C@H](CO)[C@@H](O)[C@H](O)[C@H]3O)[C@@H]21,-1,1,-6,6,-4,-3,-7,-1,-3,0.5
COc1ccc(C(=O)Nc2ccc(Br)cc2F)cc1S(=O)(=O)N1CCCC1,-1,-1,-4,-7,-2,9,-3,9,-2,0.3
CCc1nc(N)nc2c1C(=O)CC(C)(C)C2,-2,0,2,-6,-9,1,0,1,0,0.1
Clc1cnc(N/N=C/c2ccco2)c(Cl)c1,-1,-1,-1,0,2,2,-1,-1,5,0.8
CCOCCCNC(=O)C(c1ccccc1)N(Cc1ccc2c(c1)OCO2)C(=O)CNC(C)=O (configuration not stated),-1,1,4,3,-4,-5,0,-11,-3,0.8
CCOc1ccc(OCC(=O)NCCS(=O)(=O)N2CCN(c3ccccc3)CC2)cc1,-2,6,2,-3,5,-9,-4,-23,4,0.4
COc1ccccc1-c1cc(-c2ccccc2)nc(SCC(=O)O)c1C#N,5,2,-1,-1,3,1,-2,8,0,2.1
NS(=O)(=O)c1ccc(CNC(=O)Cn2nc(C(F)F)cc2C(F)F)cc1,-3,5,-3,0,-2,0,-4,-2,-3,0.4
COc1ccc(C2/C=C\CN(C(=O)C3CCCC3)CC(=O)N2Cc2ccc(F)cc2)cc1 (configuration not stated),-2,-2,0,2,1,3,7,5,-3,-0.5
Cc1cc(C(=O)N/N=C/C=C/c2ccccc2)c(C)o1,-3,2,-6,7,-6,4,-5,-4,0,0.5
O=C1C=CC(=O)N1c1ccccc1N1C(=O)C=CC1=O,93*,8,0,-2,2,-1,3,7,-10,0.2
CCOc1ccc(C(=O)COc2ccc(NC(C)=O)cc2)cc1,-2,-2,2,2,2,9,2,-9,-9,-0.1
COc1ccc2c(c1)cc(C)c1nnc(SCC(=O)N(C)c3nc(-c4ccccc4)cs3)n12,-3,-1,-1,1,9,3,-5,9,0,0.2
COc1ccc(NC2CC(=O)NC2=O)cc1 (configuration not stated),3,0,2,1,8,1,-2,-7,9,-1.3
COc1cc(S(=O)(=O)N2CCN(c3ccc(F)cc3)CC2)ccc1Cl,-1,1,2,0,-1,4,5,-5,-1,0.1
CC(C(=O)N1CCc2ccccc21)n1cccc1 (configuration not stated),0,-4,1,3,0,1,-3,-16,-4,0.6
COC(=O)c1ccc(COc2cc(C)ccc2C)o1,-2,0,-1,-3,3,6,2,10,9,0.3
COc1ccccc1-c1cccc([C@@H]2C[C@H]3[C@H](CON3C)CN2Cc2cc(Cl)cc(Cl)c2)c1,3,-5,3,0,4,-4,3,-1,3,-0.6
Cc1cc(NC(=O)CSc2nnc(Cc3cccn3C)n2CCc2ccccc2)no1,-1,2,-2,3,7,5,-1,4,4,0.7
Cc1ccccc1NC(=O)C1CCC(C)(C(=O)O)C1(C)C (configuration not stated),-2,-6,7,-7,-8,-9,-1,-22,-3,0.9
COCC(=O)Nc1ccccc1C(=O)NC(C)C,-2,0,-1,7,-9,3,1,9,-5,-0.6
CCCCNc1c(N)n(CCC)c(=O)[nH]c1=O,3,-4,-1,8,8,0,-2,4,-2,0.2
Cc1[nH]n(C(N)=S)c(=O)c1N=Nc1ccc2ccccc2c1,-4,-5,-22,11,-2,6,-3,4,-9,0.7
O=C(NCCS(=O)(=O)N1CCN(c2ccc(F)cc2)CC1)C1CC(=O)N(c2ccccc2)C1 (configuration not stated),1,4,0,-4,2,-3,-5,-15,1,0.3
CCS(=O)(=O)c1ccc2c(c1)N(S(C)(=O)=O)CC(C(=O)NCCOC)O2 (configuration not stated),-4,2,1,2,-2,8,4,0,-5,0.8
COC(=O)CSc1cc(C)nc(SC)n1,2,0,-2,3,2,5,-7,11,6,0.1
CCN1CCN(CC(O)COc2cccc(OC)c2)CC1 (configuration not stated),4,3,1,-4,6,-2,-3,-6,-2,-0.5
Cc1ccc(C(=O)O)cc1NC(=O)CCc1c(C)noc1C,1,0,17,-6,2,3,4,4,13,-0.8
O=C(Nc1ccc2snnc2c1)N1CCCCC1,-3,-6,-3,4,3,-4,-1,11,1,-0.4
CC(=O)Nc1ccc(C(=O)Nc2cccc(S(=O)(=O)NC3=NCCC3)c2)cc1,-2,-1,-1,-2,-5,7,2,19,-2,0.8
COc1cc(C2CC(=O)c3cnc(N)nc3C2)cc(OC)c1OC (configuration not stated),-1,0,1,1,5,8,5,-8,10,-0.1
O=C(Cn1nc(-c2cccc(Cl)c2)ccc1=O)Nc1cccnc1,-1,4,-7,4,-1,2,-6,3,0,0.4
COc1ccc(OC)c(C(c2c(O)nc(SC)[nH]c2=O)c2c(O)nc(SC)[nH]c2=O)c1,3,-4,-1,1,1,-4,0,12,-4,13*
Cc1cccn2c(=O)c3cc(C(=O)NC4CCCCC4)c(=N)n(Cc4ccccc4)c3nc12,1,0,-1,-4,-1,2,-5,-21,5,-3.8
COCCCNC(=O)C[C@@H]1C[C@@]2(C(=O)OC)CCCCC=C2N(Cc2ccco2)C1=O,-1,-1,-3,5,1,-3,2,5,2,-0.1
Cc1ccc(C(=O)NCC(=O)Nc2cccc(S(=O)(=O)NC3=NCCCCC3)c2)cc1C,0,3,1,-3,-1,0,-7,4,3,-0.1
COc1cccc(C(=O)N2CCCc3ccccc32)c1OC,1,4,0,2,-6,9,6,4,1,-0.2
Cc1cc(Nc2cc(C(F)(F)F)cc(C(F)(F)F)c2)cc(=O)n1-c1cc(C(F)(F)F)cc(C(F)(F)F)c1,-2,-5,1,1,3,8,1,-5,-3,0.2
CCN(CC)c1ccc(/C=C/c2cccc[n+]2C)c(OC)c1,-7,-5,-56,-155,-29,-72,-33,6,-6,0.1
COCCNC(=S)N(CCc1c(C)[nH]c2ccccc12)Cc1ccco1,1,-3,0,8,6,0,5,5,3,-0.2
O=C(NCc1ccco1)c1ccc(-c2csnn2)cc1,-1,0,-1,-2,3,-3,2,5,1,0.9
COc1cc2c(C)nc3c(cnn3-c3ccccc3)c2cc1OC,-2,1,2,-2,-3,6,2,16,-1,-0.7
O=C(c1ccccn1)N1CCCC(N2CCN(c3ccccc3)CC2)C1 (configuration not stated),-1,1,0,9,-6,12,4,10,7,-0.2
O=C(CC(=O)NCc1ccc(Cl)cc1)NCc1ccc(Cl)cc1,5,-7,3,-1,-2,-7,3,-8,0,0.3
C[C@H](CO)N1C[C@H](C)[C@@H](CN(C)C(=O)Nc2ccc3c(c2)OCO3)Oc2c(cccc2N(C)C)C1=O,1,1,2,8,0,0,2,-4,-5,0.1
C[C@@H]1CN([C@@H](C)CO)C(=O)CCCn2nncc2CO[C@H]1CN(C)S(=O)(=O)c1cccs1,-3,5,-4,2,-2,3,-7,-6,0,-0.4
CCn1c2ccccc2c2cc(NC(=O)C(=O)N3CCOCC3)ccc21,1,-5,23*,3,3,-7,-1,11,-3,-11
CCC1CCc2sc(C(=O)N3CCN(c4ccccn4)CC3)cc2C1 (configuration not stated),2,1,2,7,1,-2,2,0,8,-0.7
CCOC(=O)Cc1nn(Cc2ccc(Cl)cc2)c(=O)c2ccccc12,2,2,0,-2,-6,0,3,-5,-5,-0.8
COc1ccc(N2CCc3c(C)nc4c(OC)cc(OC)cc4c32)c(OC)c1,0,-2,1,5,-1,1,-10,5,-6,6.4
COc1cccc(-c2cc(C(F)(F)F)n3nc(C(=O)N4CCCCC4c4cccnc4)cc3n2)c1 (configuration not stated),-2,5,3,-7,-1,-4,-1,-8,-8,-2.1
Cc1cc(Nc2cccc(Cl)c2)c2ccccc2n1,1,-3,-2,-7,3,0,1,-7,0,-0.4
O=C1N(CCCO)CCC12CCC(c1ccccc1)CC2 (configuration not stated),-2&2,-5&-4,-1&0,-2&3,2&2,x,1&-1,-1&10,6&11,0.4&-0.5
Cc1c(Cl)c([N+](=O)[O-])nn1CCCC(=O)Nc1sc2c(c1C(N)=O)CCC(C)C2 (configuration not stated),-1,-1,-1,-2,8,2,1,6,0,0.0
Cc1ccc(C(C(=O)NC2CCCCC2)N(C(=O)CCCC(=O)Nc2ccccn2)c2ccc3c(c2)OCCO3)cc1 (configuration not stated),1,1,1,4,0,3,2,-5,1,-0.3
O=C(NCc1ccccc1)c1nc2ccccc2s1,0,2,1,-5,2,11,1,-4,-5,-0.3
